# GCN5L2 inh: blocks human GCN5L2 histone acetyltransferase. GCN5L2 HAT assay, ThioGlo1 CoA-SH fluorescence. Q92830. Potency, µM (doses to about 58.9 µM), for the others: at the top dose activity change, negative = inhibition, actives largely listed as inhibitors. 0.21% of 390,000 active. AID 504327
# Target sequence (Q92830 whole entry, looked up): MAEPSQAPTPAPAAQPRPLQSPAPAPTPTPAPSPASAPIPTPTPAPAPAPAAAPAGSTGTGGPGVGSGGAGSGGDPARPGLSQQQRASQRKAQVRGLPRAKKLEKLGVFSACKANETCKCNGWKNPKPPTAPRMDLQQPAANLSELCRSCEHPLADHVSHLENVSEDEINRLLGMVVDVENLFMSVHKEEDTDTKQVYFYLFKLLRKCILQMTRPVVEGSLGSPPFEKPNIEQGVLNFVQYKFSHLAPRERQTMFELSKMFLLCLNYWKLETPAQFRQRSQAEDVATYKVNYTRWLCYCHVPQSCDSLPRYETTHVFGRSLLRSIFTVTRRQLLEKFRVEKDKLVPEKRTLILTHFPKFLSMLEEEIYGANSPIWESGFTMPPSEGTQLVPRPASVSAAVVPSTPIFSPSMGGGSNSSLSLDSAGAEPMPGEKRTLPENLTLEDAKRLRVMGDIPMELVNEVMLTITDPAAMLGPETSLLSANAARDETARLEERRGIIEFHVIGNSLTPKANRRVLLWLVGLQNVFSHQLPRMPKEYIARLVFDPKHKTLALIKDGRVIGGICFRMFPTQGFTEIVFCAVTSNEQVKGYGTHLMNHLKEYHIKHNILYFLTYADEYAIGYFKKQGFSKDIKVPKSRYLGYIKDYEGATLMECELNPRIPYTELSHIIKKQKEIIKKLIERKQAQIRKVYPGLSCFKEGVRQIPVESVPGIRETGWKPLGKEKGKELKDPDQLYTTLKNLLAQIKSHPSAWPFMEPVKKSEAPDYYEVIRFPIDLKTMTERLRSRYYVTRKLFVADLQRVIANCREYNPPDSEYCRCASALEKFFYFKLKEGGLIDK
#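 GCN5L2 (20nM final) in 50mM HEPES, 0.1mM EDTA pH 7.5, 0.01% Tween-20 was preincubated 15 min at room temperature with compound, then given ThioGlo1 (50uM), H3(1-25) peptide (75uM) and acetyl-CoA (70uM); CoA-thiol fluorescence (Ex340/Em540) was read at 0 and 20 min.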
# N370S GC mod: N370S glucocerebrosidase modulation, Gaucher chaperone candidate | 0.092% of 330,000 active | AID 2101 | Potency, µM (top dose mostly 59.4 µM), inactives show top-dose activity change, negative = inhibition, hits mostly inhibitors | N370S GC spleen homogenate, 4MU-glucoside fluorescence;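 further: 0% = full enzyme activity and -100% = no enzyme basal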
# FEN1 inhibitor: human FEN1 inhibition; P39748; Potency, µM (top dose mostly 114 µM), for the others: top-dose activity change, negative = inhibition, most hits filed as inhibitors; AID 588795; Recombinant FEN1 flap cleavage, fluorescence, 15 min; 0.35% of 390,000 active; further: nearly all actives have a fitted effect of over 65% in size
#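 Recombinant FEN1 (10 nM) was preincubated with pin-transferred compounds for 15 min at room temperature, then flap DNA substrate (50 nM final) was added. Plates were read at 0 and 15 min, and normalized concentration–response data were fitted to a four-parameter Hill equation.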
# * = called active by the depositor; ? = inconclusive; · = no result given; [ ] = another dose, or the depositor's remark. The call rests on the fitted dose curve; in most records, active means well fitted curve in the direction sought with a large enough effect; inconclusive means small, poorly fitted or top-dose-only effect, or another doubt; inactive means no such curve, though single readings can be large; an effect the other way counts as inactive or inconclusive. Unless noted, on the % scale 0 is the no-effect control and ±100 the full control effect; potency means the concentration at half of the fitted maximal effect.
SMILES,GCN5L2 inh,N370S GC mod,FEN1 inhibitor
COc1ccc(OC)c(-c2cc(C(=O)N3CCOCC3)no2)c1,-4%,2%,-1%
CCOc1cc(C2NC(=O)NC(O)(C(F)(F)F)C2C(=O)c2ccc(Cl)cc2)ccc1O (centres undefined),-4%,-3%,-12%
CCc1ccc(OC)c(-c2csc(N)n2)c1,-3%,-4%,-4%
COc1ccc(/C=N/NC(=O)c2ccncc2)cc1CN1CCCc2ccccc21,-9%,-5%,?
COc1ccc(NC(=O)CNS(=O)(=O)c2ccc3nc(C)sc3c2)c(OC)c1,-3%,13%,-9%
Brc1ccc(C2=NCCC(c3ccccc3)O2)cc1 (centres undefined),16%[88.6 µM],-3%[89.1 µM],·
NNC(=O)c1cnn(-c2ccccc2)c1-n1cccc1,5%,1%,5%
COc1cc(S(=O)(=O)Nc2ccc(C)cc2)ccc1NC(=O)c1ccncc1,37%[activator],-25%,-3%
CCOC(=O)N1CCN(C(=O)c2ccc(N3CC4CC(C3)c3cccc(=O)n3C4)c(NC(=O)c3ccc(F)cc3)c2)CC1 (centres undefined),-5%,-11%,-9%
Cc1ccc(NC(=O)/C(C#N)=N/Nc2ccc(C(=O)O)cc2)c(C)c1,-27%,-9%,-7%
COc1ccc(NC(=O)Nc2cccc3c2O[C@H](CN(C)C(=O)Nc2ccc(C(F)(F)F)cc2)[C@@H](C)CN([C@H](C)CO)C3=O)cc1,-11%,·,-3%
CC(C)CCNC(=O)c1cn(CC(C)C)c(=O)c2c1c1ccccc1n2C,4%,4%,21%
CCc1ccc([C@@H]2CC=C(C(=O)O)[C@H](c3cccc(Cl)c3)N2S(=O)(=O)c2ccc(C)cc2)cc1,?,-3%,6%
N#CCC(=O)N/N=C/c1coc2ccccc2c1=O,0%,1%,-5%
Cn1ncc([N+](=O)[O-])c1C(=O)Nc1ccn(Cc2ccccc2F)n1,-12%,0%,9%
CCn1c(SCC(=O)NCCc2ccccc2)nc2sc3c(c2c1=O)CCN(C)C3,-2%,5%,5%
CCOc1ccccc1NC(=O)c1nc(SC(C)C)ncc1Cl,-4%,·,-18%
CC(=O)c1ccc(OCC(O)Cn2nnc3ccccc32)cc1 (centres undefined),-8%,-3%,0%
Cc1ccc(C)c(S(=O)(=O)N/N=C/c2ccc(N3CCOCC3)cc2)c1,-11%,5%,-8%
COc1ccc([N+](=O)[O-])cc1N(CC(=O)NCCC1=CCCCC1)S(C)(=O)=O,2%,?,7%
COc1ccccc1CNC(=O)C1CCN(c2nnc(C)c3c(C)n(-c4ccccc4)nc23)CC1,4%,·,-8%
CC12CCCC(O)(C1)C1CC(C)(C)C1CC2 (centres undefined),-8%,-4%,·
CCOC(=O)C(Cc1ccccc1)(NC(C)=O)C(=O)OCC,-1%,0%,-9%
Cc1cc(SCC(=O)Nc2nsc(-c3ccc(C(C)(C)C)cc3)n2)nc2ccccc12,-11%,·,-6%
CCN1/C(=C\c2ccc3cc(C)ccc3[n+]2CC)Sc2cc(C)c(C)cc21,-17%,1%,·

# One compound at a time, as listed above. Screens in order: GCN5L2 inh, N370S GC mod, FEN1 inhibitor
# NNC(=O)c1cnn(-c2ccccc2)c1-n1cccc1 is listed as 5%, 1%, 5%
# CCn1c(SCC(=O)NCCc2ccccc2)nc2sc3c(c2c1=O)CCN(C)C3 is listed as -2%, 5%, 5%

# Grouped by structure, the compounds so far with fluorine.
SMILES,GCN5L2 inh,N370S GC mod,FEN1 inhibitor
CCOc1cc(C2NC(=O)NC(O)(C(F)(F)F)C2C(=O)c2ccc(Cl)cc2)ccc1O (centres undefined),-4%,-3%,-12%
CCOC(=O)N1CCN(C(=O)c2ccc(N3CC4CC(C3)c3cccc(=O)n3C4)c(NC(=O)c3ccc(F)cc3)c2)CC1 (centres undefined),-5%,-11%,-9%
COc1ccc(NC(=O)Nc2cccc3c2O[C@H](CN(C)C(=O)Nc2ccc(C(F)(F)F)cc2)[C@@H](C)CN([C@H](C)CO)C3=O)cc1,-11%,·,-3%
Cn1ncc([N+](=O)[O-])c1C(=O)Nc1ccn(Cc2ccccc2F)n1,-12%,0%,9%

# Remaining list, next part.
SMILES,GCN5L2 inh,N370S GC mod,FEN1 inhibitor
CC/C=C/C(=O)N1CC2(CC(c3cccc(NC(=O)CC(c4ccccc4)c4ccccc4)c3)=NO2)C[C@@H]1C(N)=O (some centres undefined),0%,-2%,-9%
COc1cc(C2CC(=O)c3cnc(NC(=O)COc4ccccc4)nc3C2)cc(OC)c1OC (centres undefined),-2%,-5%,-2%
CN(C)c1ccc(C(=O)N/N=C/c2cc(Br)cc(Br)c2O)cc1,-4%,1%,-2%
Cc1cccc(CSc2nc3sc(C)c(C)c3c(=O)n2Cc2ccco2)c1,-4%,19%,-4%
CC(=O)c1cccc(NC(=O)C=C(C)C)c1,-3%,2%,7%
CCCOC(=O)c1c(N)sc(C(=O)OCC)c1C,1%,1%,11%
O=C1S/C(=C/c2ccccc2F)C(=O)N1CCN=C1NS(=O)(=O)c2ccccc21,2%,1%,-11%
C[C@@H]1COC(=O)[C@H](NC(=O)OCC2c3ccccc3-c3ccccc32)C/C=C\C[C@@H](CC(=O)N[C@@H](CO)Cc2ccccc2)C(=O)N1,-6%,·,13%
CC(=O)Oc1c(Cl)cc(Cl)cc1/C=C/c1ccc2ccccc2n1,-6%,-1%,1%
Clc1ccccc1CNCCCSc1nnnn1-c1ccccc1,-4%,·,-14%
Cc1ccnc(NC(=O)c2cnc(Cl)c(Cl)c2)c1,-7%,1%,-4%
Cc1ccc(SCc2c(C(=O)N/N=C/c3ccncc3)nnn2-c2nonc2N)cc1,-9%,-5%,-8%
CN(C)C(=S)Nc1ccc(N2CCOCC2)cc1,0%,-13%,-5%
CN(CC(=O)Nc1ccc(F)c(F)c1F)C(=O)CCCc1nc2ccccc2c(=O)[nH]1,1%,·,-14%
COc1ccc(Cl)cc1C(=O)C1CCCN(Cc2cnc(N3CCOCC3)s2)C1 (centres undefined),-2%,-9%,-10%
Cn1c(=O)c(C#N)c(-c2ccccc2)n2cnnc12,-3%,4%,-1%
Cc1ccc(NC(=O)Cn2nnc3sc(-c4ccccc4)cc3c2=O)cc1Cl,-7%,·,8%
CC(=O)c1ccc(NC(=S)Nc2cccc(S(=O)(=O)Nc3c(C)n(C)n(-c4ccccc4)c3=O)c2)cc1,-8%,-10%,-8%
CC(OC(=O)c1cc2ccccc2cc1O)C(=O)Nc1ccc(S(N)(=O)=O)cc1 (centres undefined),-11%,2%,7%
COc1cc2oc(-c3ccc(O)cc3)cc(=O)c2c(OC)c1O,-20%,?,?
Cc1ccccc1-c1nc(CS(=O)(=O)CC(=O)NC2CCCCC2C)c(C)o1 (centres undefined),-2%,-9%,13%
COc1ccc(NC(=O)NCCCN2CCc3ccccc3C2)cc1,-9%,-10%,19%
CN(C)C(=O)c1ccc(NC(=O)c2ccccc2Sc2ccccc2C#N)cc1,-6%,-3%,11%
Cc1ccc(C2NC(=O)NC(O)(C(F)(F)F)C2C(=O)c2cccs2)o1 (centres undefined),0%,4%,-14%
Fc1cc(F)cc(-c2c(-c3ccccc3)ncc3ccc(F)cc23)c1,-1%,·,8%
# Other records follow:
SMILES,GCN5L2 inh,N370S GC mod,FEN1 inhibitor
COc1ccc(CC(=O)NNC(=O)c2cc(C)oc2C)cc1OC,-4%,1%,7%
O=C(/C=C/c1ccco1)Nc1ccc(CN2CCOCC2)cc1,-4%,-5%,0%
CNc1ncnc2c1ncn2[C@H]1C[C@H](OP(=O)(O)O)[C@H](COP(=O)(O)O)O1,-15%,-2%,·
COc1cc2c(cc1OC)-c1cc(N3CCCc4ccccc43)nc(=O)n1CC2,-12%,-9%,8%
Cc1cc(C(=O)N2CCC(C(=O)O)CC2)c(C)o1,-9%,-1%,3%
CCCCN1C(=N)N([C@@H](CCC)CN2CCC[C@H]2CN2C(N)=NC[C@@H]2Cc2ccccc2)C[C@H]1[C@H](C)CC,-1%,·,-18%
CCCc1cc(N2CCN(c3ccc(OC)cc3)CC2)n2cnnc2n1,-3%,·,-15%
CCCCCN(C(=O)COC(=O)c1ccc(C)cc1)c1c(N)n(CCCC)c(=O)[nH]c1=O,2%,·,14%
COc1cc(-c2nnc(-c3cc(OC)c(OC)c(OC)c3)o2)cc(OC)c1OC,-12%,2%,9%
CCOC(=O)N1CCN(C(=O)CCS(=O)(=O)c2cc3c(cc2Cl)NC(=O)CO3)CC1,-1%,1%,1%
Cc1ccccc1CSCC(=O)Nc1ccccc1Br,-15%,-1%,-3%
O=[N+]([O-])c1cccc(Cl)c1NCCNc1ncc(C(F)(F)F)cc1Cl,-25%,11%,2%
Cc1ccc(NC(=O)C(OC(=O)c2ccc(O)cc2)c2ccccc2)cc1Cl (centres undefined),-7%,-16%,2%
NC(=O)c1ccc(OCC2CCCO2)cc1 (centres undefined),-2%,3%,-3%
CC(C)CCCC(C)CCOC(=O)CN1CCCC1 (centres undefined),1%,3%,9%
CCOc1ccc(N(CC(=O)NC2CCCCC2C)S(=O)(=O)c2c(C)noc2C)cc1 (centres undefined),-2%,-4%,-12%
COc1ccccc1NC(=O)COC(=O)c1ccc(S(=O)(=O)NCc2ccco2)cc1,-12%,9%,2%
CC(C)CCSc1nc(N2CCOCC2)c2c(c1C#N)CC(C)(C)OC2,-9%,-1%,0%
O=C(CSc1ccc2c(c1)OCCO2)N1CCN(c2ccccc2)CC1,-1%,·,-2%
Cc1cc(C)n2nc(C(=O)OC(C)C(=O)c3cc(C)c(C)cc3C)nc2n1 (centres undefined),-2%,-3%,3%
NC(=O)c1c(NC(=O)C2CCCO2)sc2c1CCCC2 (centres undefined),-14%,6%,5%
CSc1nsc(SC)c1C(=O)Nc1ccc(C(C)(C)C)cc1,0%,21%,5%
Cc1ccc(NC(=O)CN2C(=O)NC3(CCCc4ccccc43)C2=O)c(Cl)c1 (centres undefined),-2%,·,1%
CCNC(=O)c1cccc(S(=O)(=O)N2CCCCCC2)c1,1%,23%,2%
O=C(NCCc1ccc(F)cc1)C(=O)NCC1CCCN1S(=O)(=O)c1cccs1 (centres undefined),2%,-11%,2%
# The results go on.
SMILES,GCN5L2 inh,N370S GC mod,FEN1 inhibitor
CC(C)CC(c1nnnn1Cc1ccco1)N1CCN(C2CCCC2)CC1 (centres undefined),-10%,4%,3%
COc1ccc(CC(=O)N/N=C(\C)CC(=O)Nc2cccc(F)c2)cc1,-1%,1%,11%
Cc1cc(C)nc(SC2CCCCC2NS(=O)(=O)c2ccccc2)n1 (centres undefined),-3%,0%,-5%
C[C@@]12CCC[C@H](O1)[C@@H]([C@H](O)c1ccccc1)O2,3%,·,19%
COc1ccc([C@H]2CC(=O)C=C(c3cccc(Cl)c3)C2)cc1OC,-10%,·,-4%
Cc1cc(C)c(C)c(S(=O)(=O)Nc2ccc(OCC(=O)O)cc2)c1C,-1%,0%,5%
Cc1onc(-c2ccccc2Cl)c1C(=O)N1CCOC12CCCCC2,-10%,4%,-7%
Cc1nn(C)c2c1c(-c1ccccc1)cc(=O)n2Cc1ccccc1Cl,-13%,·,-20%
O=C(COC(=O)C1CC2C=CC1C2)NCc1ccccc1Cl (centres undefined),-4%,7%,-8%
CCn1c(Cc2cccc3ccccc23)nnc1SCC(=O)Nc1nccs1,-1%,6%,7%
CC[C@]1(c2ccccc2)NC(=O)NC1=O,1%,-6%,·
Cc1ccccc1C(=O)NCC(=O)OC1CCCCC1=O (centres undefined),-16%,-2%,3%
Cc1ccccc1C1c2[nH]c3ccccc3c2CCN1C(=O)c1ccc(=O)n(C)n1 (centres undefined),-3%,-5%,4%
C=CCNC(=O)NC(=O)CSc1nnc(C(F)(F)F)n1C,2%,0%,-27%

# 4 compounds already listed, ordered by their value in N370S GC mod, low to high.
Molecule	N370S GC mod
Cc1ccccc1C(=O)NCC(=O)OC1CCCCC1=O (centres undefined)	-2%
Cc1cc(C)c(C)c(S(=O)(=O)Nc2ccc(OCC(=O)O)cc2)c1C	0%
Cc1onc(-c2ccccc2Cl)c1C(=O)N1CCOC12CCCCC2	4%
O=C(COC(=O)C1CC2C=CC1C2)NCc1ccccc1Cl (centres undefined)	7%

# Assay outcomes deposited in PubChem by National Center for Advancing Translational Sciences (NCATS).
